IDH1 R132H inh – inhibitors of human IDH1 R132H | O75874 | IDH1 R132H reductase, diaphorase/resazurin fluorescence, 60 min | inhibition, % at 10 µM | actives 0.18% (n = 70,000) | AID 624101; in the data active = inhibition above about 34%;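 note: 0% = DMSO and 100% = no enzyme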
Target sequence (O75874 whole entry R132H): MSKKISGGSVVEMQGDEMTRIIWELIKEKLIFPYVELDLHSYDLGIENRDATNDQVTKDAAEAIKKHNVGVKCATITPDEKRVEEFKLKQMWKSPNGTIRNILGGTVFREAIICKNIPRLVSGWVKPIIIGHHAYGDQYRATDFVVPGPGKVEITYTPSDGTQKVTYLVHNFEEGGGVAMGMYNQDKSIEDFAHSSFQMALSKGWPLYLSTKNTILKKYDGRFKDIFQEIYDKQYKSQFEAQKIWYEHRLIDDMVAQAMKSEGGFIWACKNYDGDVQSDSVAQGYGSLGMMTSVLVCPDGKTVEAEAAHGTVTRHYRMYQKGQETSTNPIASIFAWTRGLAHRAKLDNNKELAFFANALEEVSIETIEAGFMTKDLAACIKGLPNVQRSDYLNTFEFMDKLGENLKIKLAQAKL
EZH2 inh – EZH2 (human) methyltransferase inhibition; Q15910; PRC2 H3K27 methylation, DELFIA TRF, 1 h; inhibition, % at 12.5 µM; actives 0.35% (n = 57,000); AID 651548;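 active = mean inhibition of replicates at least 50% and every single replicate also reaching 50%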;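 note: dimethyl H3K27 on biotinylated H3 21-44 peptide detected by antibody; plate controls were median neutral control wells for no effect and median positive control wells for full effect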
Active calls of the source: *; · = not tested or not shown; & = joins results of further samples.

nr | smiles | IDH1 R132H inh | EZH2 inh
1 | CN(C)C/C=C(\c1ccc(Br)cc1)c1cccnc1 | -0.8 | -1
2 | C[C@@H]1C[C@H]2[C@@H]3CCC4=CC(=O)C=C[C@]4(C)[C@@]3(Cl)[C@@H](O)C[C@]2(C)[C@@]1(OC(=O)c1ccco1)C(=O)CCl | 0.0 | -20
3 | COc1cc(N)c(Cl)cc1C(=O)N[C@@H]1CCN(CCCOc2ccc(F)cc2)C[C@@H]1OC | -0.1 | ·
4 | CCc1ccccc1OC[C@@H](O)CN[C@H]1CCCc2ccccc21 | -2.0 | -3
5 | CN(C)CCCSc1ccccc1NC(=O)/C=C/c1ccccc1 | 0.1&-0.7 | -9&7
6 | CC(C)(C)NCC(O)COc1cccc2c1CC(O)C(O)C2 (stereo not given) | 0.3 | 3
7 | Cn1ccc2cc3c(cc21)CCN3C(=O)Nc1cccnc1 | -5.3 | 11
8 | CCCCOc1cc(C(=O)OCCN(CC)CC)ccc1N | 1.1 | -2
9 | COc1cc(N)c(Cl)cc1C(=O)N[C@H]1CCN(CCCOc2ccc(F)cc2)C[C@H]1OC | 0.3 | -12
10 | Cc1cc(=O)oc2cc(O)ccc12 | -1.2&0.1 | 11
11 | CCCCC(=O)O[C@]1(C(=O)CO)[C@@H](C)CC2C3CCC4=CC(=O)C=C[C@]4(C)[C@@]3(F)C(O)C[C@@]21C (stereo not given in full) | -0.6 | ·
12 | CCCCN(CCCC)CCCOC(=O)c1ccc(N)cc1 | -1.3 | ·
13 | C=CCN1C[C@H](C(=O)N(CCCN(C)C)C(=O)NCC)C[C@@H]2c3cccc4[nH]cc(c34)C[C@H]21 | 0.8 | 4
14 | O=C1c2c(O)ccc(O)c2C(=O)c2c(NCCNCCO)ccc(NCCNCCO)c21 | -0.7 | 0
15 | CCn1cc(C(=O)O)c(=O)c2cc(F)c(N3CCNC(C)C3)c(F)c21 (stereo not given) | -0.2 | ·
16 | CN(C(=O)c1c(O)c2ccccc2n(C)c1=O)c1ccccc1 | -2.9 | 1
17 | Cc1scc2c1N(C(=O)CN1CCN(C)CC1)c1ccccc1NC2=O | 1.0 | -12
18 | N=c1nc(N2CCCCC2)cc(N)n1O | -0.1 | -3
19 | CCN(CC)CC1CCCCN1CC(=O)N1c2ccccc2C(=O)Nc2cccnc21 (stereo not given) | 0.6 | ·
20 | CC(Cc1cccc(C(F)(F)F)c1)NCCOC(=O)c1ccccc1 (stereo not given) | -1.5 | ·
21 | CCN(CC)CCOc1ccc(Cc2ccccc2)cc1 | -2.0 | 10
22 | COc1ccc(-c2oc3c(CC=C(C)C)c(O[C@@H]4O[C@H](CO)[C@@H](O)[C@H](O)[C@H]4O)cc(O)c3c(=O)c2O[C@@H]2O[C@@H](C)[C@H](O)[C@@H](O)[C@H]2O)cc1 | 0.5 | 6
23 | CCCOc1ccc(C(=O)OCCN(CC)CC)cc1N | -0.8 | -9
24 | CC(C)NNC(=O)c1ccncc1 | 2.5 | ·
25 | CCN(CCCCOC(=O)c1ccc(OC)c(OC)c1)C(C)Cc1ccc(OC)cc1 (stereo not given) | -0.1 | ·

Another view of 2 compounds above.
The line under a structure holds: IDH1 R132H inh | EZH2 inh
22. COc1ccc(-c2oc3c(CC=C(C)C)c(O[C@@H]4O[C@H](CO)[C@@H](O)[C@H](O)[C@H]4O)cc(O)c3c(=O)c2O[C@@H]2O[C@@H](C)[C@H](O)[C@@H](O)[C@H]2O)cc1
  0.5 | 6
9. COc1cc(N)c(Cl)cc1C(=O)N[C@H]1CCN(CCCOc2ccc(F)cc2)C[C@H]1OC
  0.3 | -12

An excerpt of these results, as labelled records.
15. CCn1cc(C(=O)O)c(=O)c2cc(F)c(N3CCNC(C)C3)c(F)c21 (stereo not given)
  IDH1 R132H inh = -0.2
  EZH2 inh = ·
16. CN(C(=O)c1c(O)c2ccccc2n(C)c1=O)c1ccccc1
  IDH1 R132H inh = -2.9
  EZH2 inh = 1
17. Cc1scc2c1N(C(=O)CN1CCN(C)CC1)c1ccccc1NC2=O
  IDH1 R132H inh = 1.0
  EZH2 inh = -12
18. N=c1nc(N2CCCCC2)cc(N)n1O
  IDH1 R132H inh = -0.1
  EZH2 inh = -3

Remaining list, next part
nr | smiles | IDH1 R132H inh | EZH2 inh
26 | COc1ccc(-c2cc(C(F)F)nn2-c2ccc(S(N)(=O)=O)cc2)cc1F | 0.8 | -17
27 | O=C(O)c1cc(=O)c2ccccc2o1 | 0.2 | -14
28 | CCc1cccc(CC)c1NC(=O)CN(CC(=O)O)CC(=O)O | -0.5 | 9
29 | C[C@@H]1O[C@@H](O[C@H]2[C@H](Oc3cc(O)c4c(=O)cc(-c5ccc(O)cc5)oc4c3)O[C@H](CO)[C@@H](O)[C@@H]2O)[C@H](O)[C@H](O)[C@H]1O | -1.0 | -5
30 | O=C(CCN1CCN(CCO)CC1)N1c2ccccc2Sc2ccc(C(F)(F)F)cc21 | -0.7 | 9

Among those listed so far, these have a COOH group.
nr | smiles | IDH1 R132H inh | EZH2 inh
15 | CCn1cc(C(=O)O)c(=O)c2cc(F)c(N3CCNC(C)C3)c(F)c21 (stereo not given) | -0.2 | ·
27 | O=C(O)c1cc(=O)c2ccccc2o1 | 0.2 | -14
28 | CCc1cccc(CC)c1NC(=O)CN(CC(=O)O)CC(=O)O | -0.5 | 9

Assay outcomes (PubChem)

These rows are one share of the data; rates above refer to the full screens.
